# Compound activity: PubChem, School of Medicine, Boston University
# PL synth Enamine: blocks phospholipid synthesis in CHO cells, Enamine compounds; ZR-82 CHO cells, pyrene fatty acid UV survival, CellTiter Blue; peroxisome-deficient CHO-K1 mutant line; plus DGAT-1, DGAT-2 and ACAT inhibitors; calls only at 10 µM; 0.4% of 20,000 active; AID 1347385;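 active = cell survival signal 2 SD away from solvent-only control wells, confirmed on one or two retests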;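 note: 3 h compound exposure then viability read about one day after UV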
# Calls only; i = inactive. Not all compounds are listed, so the mix of outcomes need not match the whole.
SMILES,PL synth Enamine
O=C(O)c1cc(=O)c2ccccc2o1,i
c1cc2c(cc1C1CCCN1c1nc(CN3CCOCC3)nc3sc4c(c13)CCC4)OCCO2 (stereo not given),i
